Eya2 phos inh = inhibitors of human Eya2 phosphatase activity; O00167; recombinant Eya2, OMFP fluorescence dephosphorylation (OMFP is methylfluorescein phosphate); Potency, µM (titrated, usually from 76.9 µM), for inactives: top-dose activity, negative = inhibition, usual class: inhibitors; 330,000 compounds, 0.006% hits; AID 488837; also: potency is read from the fitted curve at half-maximal effect; % is scaled to controls: 0 for no effect and ±100 for the full control effect
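Eya2 protein (added as 0.2 uM solution) was preincubated with compound for 10 min at ambient temperature in 50 mM HEPES pH 7.5, 50 mM NaCl, 5 uM MgCl2, 0.05% BSA, 1 mM DTT. OMFP (added at 50 uM) then reacted 10 min; fluorescence read at 485/525 nm.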
ELG1 DNA repair = inhibitors of ELG1-dependent DNA repair in HEK293T cells; HEK293T ELG1-luciferase reporter, luminescence, 16 h; DNA damage induced by 5-fluorouridine; 330,000 compounds, 2.3% hits; Potency, µM (series often up to 46.1 µM), for inactives: top-dose activity change, negative = inhibition, actives largely listed as inhibitors; also: potency is read from the fitted curve at half-maximal effect; % is scaled to controls: 0 for no effect and ±100 for the full control effect; nearly all actives have a fitted effect of over 55% in size
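Reporter activity after DNA damage by 5-fluorouridine is monitored. Compound-treated cells incubate 16 hr at 37 °C, then ONE-Glo is added for 30 min before luminescence reading.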
TSHR antag = antagonists of human thyroid stimulating hormone receptor; 330,000 compounds, 0.2% hits; AID 504810; P16473; TSHR-expressing cells, TSH-stimulated cAMP HTRF, 2 h; active compounds read low; activity change, negative = inhibition, % at 11.5 µM;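 active = activity change below a set negative limit, meaning inhibition stronger than a set level, cut at about -70% in these data; inconclusive = activity change between two set negative limits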; also: % is scaled to controls: 0 for no effect and ±100 for the full control effect
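Antagonism was scored as loss of TSH-driven cAMP in TSHR cells, stimulated with 4nM TSH (EC80) for 2 hours at 37 deg C and detected by homogeneous HTRF competition immunoassay.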
AT treatment = candidate therapy for ataxia-telangiectasia; […] A-T fibroblasts, KAP-1 phosphorylation AlphaLISA; neocarzinostatin DNA damage 30 min before lysis; Potency, µM (titrated, usually from 57.5 µM), for inactives: at the highest dose activation, most hits filed as activators; 320,000 compounds, 0.19% hits; AID 485349; also: potency is read from the fitted curve at half-maximal effect; % of control where 0% means no effect; nearly all actives have a fitted effect of over 45% in size
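ATM-like activity read as KAP-1 phosphorylation via AlphaLISA donor/acceptor antibody pairs after lysis and 6 hr at 25C. Cells were ATM-null patient fibroblasts ([…], hTERT), dosed 60 min, then exposed to the DSB inducer NCS for 30 min.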
TCR act = activates T cell receptor signaling; primary human leukocytes, anti-CD3, IL-2 HTRF, 48 h; 330,000 tested, under 10 active; AID 504894; Potency, µM (series often up to 9.22 µM), for inactives: at the highest dose activation of IL-2 secretion, actives largely listed as activators; also: % of control where 0% means no effect
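TCR engagement came from a-CD3 beads alone, with compounds added to primary human leukocytes for 48 hr. Secreted IL-2 bridged europium cryptate- and d2-labelled anti-IL-2 antibodies, giving FRET emission at 665nm after 320nm excitation.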
KCNH2 3.1 inh = KCNH2 3.1 (human) potassium channel inhibition; U2OS KCNH2 3.1, thallium flux FluxOr; active compounds read low; activity change, % (tested at about 1.8 µM); 340,000 compounds, 0.95% hits; AID 720553;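 active = maximum activity change below -70%; inconclusive = maximum activity change from -70% to -50%; inactive = maximum activity change above -50%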;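 also: thallium influx rate constant from kinetic fluorescence after stimulation buffer; % is scaled to controls: 0 for no effect and ±100 for the full control effect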
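Normalized rate constant (relative to positive and negative DMSO controls) derived from a 2 min kinetic fluorescence read after stimulation; U2OS cells expressing the 3.1 isoform via virus at 1.77 x 10^8 /mL.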
USP2a block = USP2a (human) protease inhibition; O75604; USP2 core, Ub-CHOP2 coupled fluorogenic reporter, 485/531; Potency, µM (series often up to 38.3 µM), without a hit: at the highest dose activity change, negative = inhibition, hits mostly inhibitors; 330,000 compounds, 0.01% hits; AID 463254;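 also: potency is read from the fitted curve at half-maximal effect; plate controls were DMSO wells for no effect and full inhibition by NEM control for full effect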
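Deubiquitinase activity read as fluorescence (485/531 nm) after Ub-CHOP2 cleavage activates the enterokinase reporter on its substrate; USP2 core 10nM, Ub-CHOP2 and substrate 25nM each, 30min compound preincubation then 60min RT; data normalized to NEM, curves fitted.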
KCNH2 WT inh = inhibitors of human wildtype KCNH2 potassium channel. U2OS, BacMam KCNH2, thallium flux FluxOr; active compounds read low. Q12809. activity change, % at 1.84 µM. 340,000 compounds, 0.37% hits;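 active = maximum activity change below -70%; inconclusive = maximum activity change between -70% and -50%; inactive = maximum activity change above -50%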; also: % is scaled to controls: 0 for no effect and ±100 for the full control effect
Target sequence (Q12809 whole entry, looked up): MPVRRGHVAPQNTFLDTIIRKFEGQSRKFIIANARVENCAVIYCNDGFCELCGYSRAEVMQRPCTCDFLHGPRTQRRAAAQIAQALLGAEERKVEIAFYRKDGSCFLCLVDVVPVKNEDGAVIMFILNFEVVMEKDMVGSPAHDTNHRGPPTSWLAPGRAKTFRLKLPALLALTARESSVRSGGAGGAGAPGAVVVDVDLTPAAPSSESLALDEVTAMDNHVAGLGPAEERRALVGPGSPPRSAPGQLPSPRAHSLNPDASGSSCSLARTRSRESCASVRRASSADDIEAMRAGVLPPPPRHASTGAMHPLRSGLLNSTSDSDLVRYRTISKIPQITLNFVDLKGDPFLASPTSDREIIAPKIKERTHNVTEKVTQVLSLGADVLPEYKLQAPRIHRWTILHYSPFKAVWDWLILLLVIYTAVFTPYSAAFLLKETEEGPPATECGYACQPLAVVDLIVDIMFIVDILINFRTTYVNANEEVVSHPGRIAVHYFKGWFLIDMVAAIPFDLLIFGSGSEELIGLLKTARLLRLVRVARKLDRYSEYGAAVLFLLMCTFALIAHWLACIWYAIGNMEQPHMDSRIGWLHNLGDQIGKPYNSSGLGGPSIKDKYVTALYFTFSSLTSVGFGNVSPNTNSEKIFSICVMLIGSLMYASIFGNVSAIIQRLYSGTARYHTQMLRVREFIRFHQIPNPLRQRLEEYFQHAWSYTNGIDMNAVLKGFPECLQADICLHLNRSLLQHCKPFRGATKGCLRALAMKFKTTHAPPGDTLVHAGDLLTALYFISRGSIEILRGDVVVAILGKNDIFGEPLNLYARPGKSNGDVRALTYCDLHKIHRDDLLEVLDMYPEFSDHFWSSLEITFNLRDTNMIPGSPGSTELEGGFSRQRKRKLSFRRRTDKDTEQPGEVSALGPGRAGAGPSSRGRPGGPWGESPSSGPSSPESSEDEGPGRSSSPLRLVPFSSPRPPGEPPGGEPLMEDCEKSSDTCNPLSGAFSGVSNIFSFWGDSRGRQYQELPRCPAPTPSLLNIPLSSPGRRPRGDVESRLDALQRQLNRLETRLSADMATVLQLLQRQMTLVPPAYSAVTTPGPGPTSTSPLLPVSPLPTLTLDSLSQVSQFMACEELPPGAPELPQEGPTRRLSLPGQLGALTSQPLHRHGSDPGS
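U2OS cells transduced with wild-type KCNH2 virus are loaded with FluxOr dye for 45 min, and thallium flux is measured in kinetic reads before and after stimulation buffer. Rate constants are normalized to DMSO controls.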
Mito fusion act = blocks mitochondrial division or promotes mitochondrial fusion; S. cerevisiae fusion-defective mutant growth rescue, CellTiterGlo 48 h; 320,000 compounds, 0.23% hits; Potency, µM (doses to about 46.1 µM), inactives show top-dose growth rescue (activation), hits mostly activators; AID 485298;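 also: potency is read from the fitted curve at half-maximal effect; % of control where 0% means no effect; nearly all actives have a fitted effect of over 45% in size; temperature-sensitive fusion mutants such as fzo1-1 at 37 °C on non-fermentable ethanol glycerol medium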
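Luminescent cell viability in 1536-well qHTS format served as the measure of rescued growth in ts fusion-mutant S. cerevisiae cultured on non-fermentable YPEG for 48 hours at 37C.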
TRPV1 agonist = human TRPV1 agonism; Q8NER1; TRPV1-expressing cells, Fluo-8 calcium influx, agonist mode; activation, % at 8.33 µM; 320,000 compounds, 0.19% hits; AID 540275; in the data active = activation above about 80%; inconclusive = between about 30% and that limit; also: 0% is about no effect
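TRPV1-expressing cells were cultured overnight at 35.5C and loaded with Fluo-8 calcium dye for 40 to 90 min at room temperature. After a 10 s baseline, compound was added and calcium influx was read kinetically for 3 min (ex 480/em 520 nm).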
Starred values were filed as active, the others as inactive; [ ] = dose if it differs, or a comment. Unless noted, calls follow the shape of the dose curve; as a rule, active = well fitted curve in the direction sought with a large enough effect; inconclusive = small, poorly fitted or top-dose-only effect, or another doubt; inactive = no such curve, though single readings can be large; an effect the other way counts as inactive or inconclusive. These rows are one share of the data; the hit share may differ from the screen's.

CS(=O)(=O)c1ccc2c(c1)sc1nc(=O)c(/C=C3/C=CC(=O)C(O)=C3)c(N)n12 was read as Eya2 phos inh -9%, ELG1 DNA repair inconclusive, TSHR antag 23, AT treatment -13%, TCR act -3%, KCNH2 3.1 inh 23, USP2a block 13%, KCNH2 WT inh 2, Mito fusion act -2% and TRPV1 agonist 2.
For CCOc1ccc(-c2c(C#N)c(N)nc3sc(C(=O)c4ccccc4)c(N)c23)cc1 the results were Eya2 phos inh -13%, ELG1 DNA repair 3%, TSHR antag 4, AT treatment 7%, TCR act -8%, KCNH2 3.1 inh -4, USP2a block 3%, KCNH2 WT inh 3, Mito fusion act 20% and TRPV1 agonist 4.
COC(=O)C1CN(S(=O)(=O)c2cc(OC)ccc2OC)CCS1 (stereo not drawn) was read as Eya2 phos inh -20%, ELG1 DNA repair 2%, TSHR antag -2, AT treatment -3%, TCR act -6%, KCNH2 3.1 inh -8, USP2a block -9%, KCNH2 WT inh 7, Mito fusion act -9% and TRPV1 agonist 4.
Screening CC(C)(CNS(=O)(=O)c1ccc2c(c1)OCCO2)N1CCOCC1 returned Eya2 phos inh -1%, TSHR antag -1, TCR act -4%, KCNH2 3.1 inh 3, USP2a block 4%, KCNH2 WT inh 0, Mito fusion act -4% and TRPV1 agonist -1.
Screening COC(=O)c1cn(Cc2c(C)cc(C)cc2C)nn1 returned Eya2 phos inh 2%, ELG1 DNA repair -3%, TSHR antag -4, AT treatment 3%, TCR act -1%[46.1 µM], KCNH2 3.1 inh -19, USP2a block 0%, KCNH2 WT inh -1, Mito fusion act inconclusive and TRPV1 agonist 2.
Screening O=C(CCNC(=O)c1ccc(Br)cc1)Nc1nc2ccccc2[nH]1 returned Eya2 phos inh -6%, ELG1 DNA repair inconclusive, TSHR antag 0, AT treatment -1%, TCR act -10%, KCNH2 3.1 inh -29, USP2a block 1%, KCNH2 WT inh -18, Mito fusion act -1% and TRPV1 agonist 1.
Screening O=C(CSc1nc2sc3c(c2c(=O)n1-c1ccccc1)CCCC3)NCc1ccco1 returned Eya2 phos inh 0%, ELG1 DNA repair -1%, TSHR antag 6, AT treatment -2%, TCR act -2%[46.1 µM], KCNH2 3.1 inh -5, USP2a block 3%, KCNH2 WT inh -20, Mito fusion act 1% and TRPV1 agonist 21.
For Cc1ccc(C)c(NC(=O)CN(C)C(=O)c2ccc(S(=O)(=O)N3CCCCCC3)cc2)c1 the results were Eya2 phos inh -10%, ELG1 DNA repair -7%, TSHR antag 4, AT treatment -2%, TCR act 3%, KCNH2 3.1 inh 3, USP2a block 0%, KCNH2 WT inh 3, Mito fusion act 2% and TRPV1 agonist 1.
For CC(=O)c1cn(CC(=O)NCc2cccnc2)c2ccccc12 the results were Eya2 phos inh -16%, ELG1 DNA repair 2%, TSHR antag 3, AT treatment 0%, TCR act -2%, KCNH2 3.1 inh -2, USP2a block -1%, KCNH2 WT inh -12, Mito fusion act -9% and TRPV1 agonist 4.
For COc1ccccc1NC(=O)C(C)OC(=O)C1CC(=O)N(c2ccc3c(c2)OCCO3)C1 (stereo not drawn) the results were Eya2 phos inh -5%, ELG1 DNA repair 3%, TSHR antag -12, AT treatment 5%, TCR act 3%, KCNH2 3.1 inh 4, USP2a block 1%, KCNH2 WT inh 1, Mito fusion act 0% and TRPV1 agonist 5.
Screening Cc1cccc(-n2c(SCC(N)=O)nc3c(c2=O)C2(CCCC2)Cc2ccccc2-3)c1 returned Eya2 phos inh -6%, ELG1 DNA repair -18%, TSHR antag -1, AT treatment 7%, TCR act -18%[46.1 µM], KCNH2 3.1 inh 3, USP2a block 2%, KCNH2 WT inh -2, Mito fusion act 2% and TRPV1 agonist 22.
For CC(C)c1ccc(/C=C/c2ccc(=O)n(C)n2)cc1 the results were Eya2 phos inh -1%, ELG1 DNA repair inconclusive, TSHR antag -3, AT treatment 0%, TCR act -2%, KCNH2 3.1 inh 3, USP2a block 4%, KCNH2 WT inh -7, Mito fusion act 0% and TRPV1 agonist 16.

Structures shown so far that have an aryl methoxy group:
COC(=O)C1CN(S(=O)(=O)c2cc(OC)ccc2OC)CCS1 (stereo not drawn) was read as Eya2 phos inh -20%, ELG1 DNA repair 2%, TSHR antag -2, AT treatment -3%, TCR act -6%, KCNH2 3.1 inh -8, USP2a block -9%, KCNH2 WT inh 7, Mito fusion act -9% and TRPV1 agonist 4.
For COc1ccccc1NC(=O)C(C)OC(=O)C1CC(=O)N(c2ccc3c(c2)OCCO3)C1 (stereo not drawn) the results were Eya2 phos inh -5%, ELG1 DNA repair 3%, TSHR antag -12, AT treatment 5%, TCR act 3%, KCNH2 3.1 inh 4, USP2a block 1%, KCNH2 WT inh 1, Mito fusion act 0% and TRPV1 agonist 5.

Additional structures follow:
For CCN(c1ccccc1)S(=O)(=O)c1cccc(C(=O)N(C)CCOc2ccccc2)c1 the results were Eya2 phos inh -13%, ELG1 DNA repair inconclusive, TSHR antag 2, AT treatment 2%, TCR act -3%, KCNH2 3.1 inh 1, USP2a block 1%, KCNH2 WT inh 2, Mito fusion act 12% and TRPV1 agonist inconclusive.
Screening COc1ccc(OC)c(S(=O)(=O)n2nc(-c3ccccc3)cc2N)c1 returned Eya2 phos inh -10%, ELG1 DNA repair -11%, TSHR antag -3, AT treatment 2%, TCR act -26%, KCNH2 3.1 inh -11, USP2a block -3%, KCNH2 WT inh 2, Mito fusion act -4% and TRPV1 agonist -3.
For COc1ccc(OCC(=O)OCC(=O)Nc2ccc(S(=O)(=O)N3CCCCC3)cc2)cc1 the results were Eya2 phos inh -31%, ELG1 DNA repair -2%, TSHR antag 2, AT treatment 4%, TCR act 6%, KCNH2 3.1 inh -5, USP2a block -1%, KCNH2 WT inh 5, Mito fusion act 2% and TRPV1 agonist 3.
CCCCCN(C(=O)CCC(=O)OCC(=O)c1ccc(C(C)(C)C)cc1)c1c(N)n(CCCC)c(=O)[nH]c1=O was read as Eya2 phos inh -4%, ELG1 DNA repair inconclusive, TSHR antag -6, AT treatment -6%, TCR act -5%, KCNH2 3.1 inh -26, USP2a block 0%, KCNH2 WT inh 5, Mito fusion act 0% and TRPV1 agonist 3.
Screening Cc1c(S(=O)(=O)Nc2ccc(Oc3ccccc3)cc2)c(=O)n(C)c(=O)n1C returned Eya2 phos inh -5%, ELG1 DNA repair -1%, TSHR antag -6, AT treatment 0%, TCR act -4%, KCNH2 3.1 inh 2, USP2a block 2%, KCNH2 WT inh 7, Mito fusion act -1% and TRPV1 agonist 1.
O=C(NCc1ccc2c(c1)OCO2)c1c(Cl)cccc1Cl was read as Eya2 phos inh -4%, ELG1 DNA repair -7%, TSHR antag -11, AT treatment -2%, KCNH2 3.1 inh -21, USP2a block 2%, KCNH2 WT inh 3, Mito fusion act -3% and TRPV1 agonist 0.
O=C(CN1CCN(c2ccccn2)CC1)Nc1cccc(S(=O)(=O)N2CCOCC2)c1 was read as Eya2 phos inh -30%, ELG1 DNA repair inconclusive, TSHR antag -3, AT treatment -4%, TCR act 3%, KCNH2 3.1 inh 5, USP2a block -2%, KCNH2 WT inh 3, Mito fusion act 3% and TRPV1 agonist 1.
Screening CCCN1CCC(NC(=O)Cc2ccc(C)cc2)CC1 returned Eya2 phos inh -4%, ELG1 DNA repair 7%, TSHR antag 10, AT treatment -2%, TCR act 1%, KCNH2 3.1 inh 6, USP2a block 0%, KCNH2 WT inh 6, Mito fusion act 1% and TRPV1 agonist 2.
Cc1cc(C)n(C(=O)CNC(=O)c2ccccc2Br)n1 was read as Eya2 phos inh -6%, ELG1 DNA repair 18%, TSHR antag 9, AT treatment 2%, TCR act -6%, KCNH2 3.1 inh 21, USP2a block 0%, KCNH2 WT inh 5, Mito fusion act -2% and TRPV1 agonist 1.
`COC(=O)c1cccnc1-n1c(=O)c2cccnc2n(Cc2cccc(OC)c2)c1=O` gave Eya2 phos inh 15%, ELG1 DNA repair 1%, TSHR antag -8, AT treatment 9%, TCR act 2%, KCNH2 3.1 inh 4, USP2a block -1%, KCNH2 WT inh -1 and Mito fusion act 2%.
`Cc1ccc(NC(=O)NC(=O)CSc2n[nH]c(N)n2)c(C)c1` gave Eya2 phos inh -17%, ELG1 DNA repair 0%, TSHR antag -2, AT treatment 0%, TCR act 4%, KCNH2 3.1 inh 12, USP2a block 0%, Mito fusion act 13% and TRPV1 agonist -1.

Assay outcomes (PubChem)
